# SIAE inh = inhibitors of human sialic acid acetylesterase SIAE; Q9HAT2; SIAE FP-Rh probe binding, fluorescence polarization; inhibition, % at 9.66 µM; 370,000 compounds, 0.69% hits;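 active means inhibition above a cutoff: mean of compounds within the control limits plus 3 SD of those, cut at about 17% in these data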;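 further: 0% = plate median of compound wells and 100% = probe without SIAE protein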
# ADAM17 inh = inhibits human ADAM17; P78536; recombinant ADAM17, EDANS/DABCYL FRET peptide cleavage; inhibition, % at 6.95 µM; 370,000 compounds, 0.83% hits;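 active means inhibition above the mean of compounds lying between control limits plus 3 SD, set per campaign, cut at about 8.5% in these data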;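 further: 0% = DMSO-only wells as the low control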
# PLCg1 inh = PLC-gamma1 (human) inhibition, primary screen; inhibition, % at 12.2 µM; AID 720700; 370,000 compounds, 0.84% hits; P19174; purified PLC-gamma1, fluorogenic substrate, fluorescence; in the data active means inhibition above about 9.5%
# ARFGAP1 inh = rat ARFGAP1 inhibition | 360,000 compounds, 0.26% hits | Arfgap1-stimulated ARF1 GTP hydrolysis, GDP FP detection | AID 651572 | Q62848 | inhibition, % at 16.5 µM;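 active means inhibition above a per-plate limit, mean inhibition of low control wells plus 3 SD, cut at about 25% in these data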;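 further: 0% = DMSO wells with enzyme and 100% = wells lacking Arfgap1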
#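 System: truncated rat Arfgap1 GAP domain / Medium: HEPES-based buffer, pH 7.5 / Also added: N-terminally truncated human ARF1-GTP substrate / Incubation: enzyme reaction 120 min at 25 °C after 20 min preincubation / Measured by: FP of antibody-bound GDP Alexa 633 tracer, ex 620/em 688 nm / Replicates: singlicate, each compound tested once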
# DDE Tn6 FP inh = DD(E)-Tn6 binding inhibition, primary FP screen | P02675 | 370,000 compounds, 0.21% hits | AID 720509 | Fibrin DD(E) TRITC-Tn6 fluorescence polarization displacement | inhibition, % at 8.3 µM;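 active means inhibition above a per-campaign cutoff: mean of compounds within control limits plus 3 SD, cut at about 15% in these data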;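 further: 0% = median of all compound wells on the plate and 100% = blocking peptide control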
# PLCb3 inh = inhibitors of human phospholipase C beta3 | Q01970 | Purified PLC-beta3, fluorogenic substrate, fluorescence | inhibition, % at 12.2 µM | 370,000 compounds, 0.18% hits; in the data active means inhibition above about 11%;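 further: 0% = median of compound wells on plate and 100% = full blocker control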
# ASAP1 inh = ASAP1 ArfGAP inhibition. Q9ULH1. ASAP1-stimulated ARF1 GTP hydrolysis, GDP FP detection. inhibition, % at 16.5 µM. 360,000 compounds, 0.19% hits; in the data active means inhibition above about 25%;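 further: 0% = vehicle with enzyme and substrate and 100% = no enzyme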
# Target sequence (Q9ULH1 325-724 limits assumed): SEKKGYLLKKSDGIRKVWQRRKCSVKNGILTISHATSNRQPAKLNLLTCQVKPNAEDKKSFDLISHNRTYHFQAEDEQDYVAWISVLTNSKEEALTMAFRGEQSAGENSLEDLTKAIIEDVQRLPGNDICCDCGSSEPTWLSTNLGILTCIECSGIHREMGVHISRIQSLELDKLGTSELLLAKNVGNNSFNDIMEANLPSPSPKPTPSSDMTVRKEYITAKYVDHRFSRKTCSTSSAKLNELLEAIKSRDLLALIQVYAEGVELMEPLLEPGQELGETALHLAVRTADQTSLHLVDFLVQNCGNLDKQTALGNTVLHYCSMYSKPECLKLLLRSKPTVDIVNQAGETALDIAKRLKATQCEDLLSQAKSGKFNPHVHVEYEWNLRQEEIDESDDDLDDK
# TDP2 inh = TDP2 (human) inhibition, absorbance primary screen; recombinant TDP2, T5PNP hydrolysis, p-nitrophenol absorbance 415 nm; 370,000 compounds, 0.34% hits; inhibition, % at 12.8 µM;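 active means inhibition above the mean of all tested compounds plus 3 SD, set per campaign, cut at about 25% in these data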;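 further: 0% = DMSO with enzyme and 100% = buffer with substrate but no TDP2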
#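 Test system: Human TDP2 enzyme | Reagent: 5 mM T5PNP | Compound dosing: 12.8 µM single point, 1% DMSO | Incubation: Enzyme reaction with compound for 2 h at 37 °C | Technique: p-Nitrophenol epi absorbance | Read-out: % inhibition relative to enzyme-containing and enzyme-free wells | Benchmarks: High control without enzyme, low control DMSO plus TDP2 | Replicates: Singlicate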
# DDE Tn7 FP inh = inhibitors of Tn7 peptide binding to human fibrin DD(E) | inhibition, % at 8.3 µM | 370,000 compounds, 0.13% hits | FP displacement of FITC-Tn7 peptide from fibrin DD(E); 0% = median of compound wells per plate | P02675 | AID 720508;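 active means inhibition above the mean of compounds falling within the control limits plus 3 SD of them, cut at about 14% in these data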;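 further: 0% = plate median of compound wells and 100% = 10 µM Aha-Tn7 peptide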
#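 Measure: % inhibition scaled between sample-field median and high-control FP; Test system: human fibrin DD(E); Quantity: 2 µM final DD(E) protein; Doses: one dose, 8.3 µM nominal; Schedule: compound with protein 10 min, then 3 h after probe, room temperature; Detection: fluorescence polarization; Medium: Tris buffer with calcium and detergent, pH 7.8.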
# ADAM10 inh = inhibitors of human ADAM10 | O14672 | recombinant ADAM10, EDANS/DABCYL FRET peptide cleavage, 3 h | inhibition, % at 7 µM | 370,000 compounds, 0.62% hits | AID 720582;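 active means inhibition above a per-campaign cutoff equal to the mean of compounds falling between control-based bounds plus 3 SD, cut at about 20% in these data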;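 further: 0% = DMSO wells while the 100% control is not disclosed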
# Target sequence (O14672 214-748 limits assumed): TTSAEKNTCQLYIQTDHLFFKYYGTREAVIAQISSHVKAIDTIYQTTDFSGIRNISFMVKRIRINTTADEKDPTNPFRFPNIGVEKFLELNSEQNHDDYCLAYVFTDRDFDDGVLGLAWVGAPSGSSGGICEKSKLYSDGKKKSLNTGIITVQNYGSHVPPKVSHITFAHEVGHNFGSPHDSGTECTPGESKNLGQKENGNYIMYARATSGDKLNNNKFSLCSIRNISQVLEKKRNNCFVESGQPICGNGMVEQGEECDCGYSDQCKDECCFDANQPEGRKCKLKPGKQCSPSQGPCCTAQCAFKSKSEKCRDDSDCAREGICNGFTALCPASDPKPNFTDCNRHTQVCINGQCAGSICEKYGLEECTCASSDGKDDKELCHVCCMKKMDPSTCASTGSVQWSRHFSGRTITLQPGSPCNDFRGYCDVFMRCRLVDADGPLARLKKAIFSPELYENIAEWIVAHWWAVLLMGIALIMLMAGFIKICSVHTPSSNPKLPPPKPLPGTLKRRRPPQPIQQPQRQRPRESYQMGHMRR
# The depositor's hits bear a star.
SMILES,SIAE inh,ADAM17 inh,PLCg1 inh,ARFGAP1 inh,DDE Tn6 FP inh,PLCb3 inh,ASAP1 inh,TDP2 inh,DDE Tn7 FP inh,ADAM10 inh
CC(C)(C)N(Cc1ccccc1)C(=O)c1ccc2c(c1)OCCO2,5.5,3.3,2.9,16.6,-13.0,2.2,-7.7,-11.6,-4.4,1.2
CC(=O)c1cccc(-n2nnnc2SCC(=O)NNC(=O)C2CCCCC2)c1,4.3,-1.6,1.8,-0.6,8.2,-0.5,1.7,13.1,8.5,0.4
O=S(=O)(NCc1ccc(Cl)cc1Cl)c1ccc(N2CCOCC2)nc1,0.3,-3.5,-5.3,3.6,2.5,-11.5,-12.7,3.9,-0.8,-12.1
CC1=C(C(=O)OCC(C)C)C(c2ccsc2)C2=C(CCCC2=O)N1 (stereo not given),5.4,-48.7,-165.9,0.2,3.1,-207.8,8.1,-7.9,9.9,-150.8
O=C(NC1CCCC1)C(c1ccccn1)N(C(=O)c1csnn1)c1ccccc1Cl (stereo not given),-5.2,-0.5,-0.9,14.5,1.9,-5.7,-0.7,5.3,-3.0,-0.5
O=C(c1ccccc1)N1CCC(CC2CC(c3ccc(Cl)cc3)=NO2)(C(=O)NCC2CCCCC2)CC1 (stereo not given),2.6,-3.7,1.0,12.3,0.2,-2.3,-12.7,0.1,0.6,-2.6
Cc1ccc(N=C/C(C(=O)C(F)(F)F)=C(\O)c2cccs2)cc1,4.1,0.5,-29.5,-6.0,7.8,-29.3,9.6,0.3,2.8,-3.0
CC(=O)Nc1ccc(C2=NN(CC#N)C(=O)SC2)cc1,-2.9,-3.3,-0.8,-5.7,-6.4,3.7,4.7,13.1,8.3,-0.9
Cc1cc(C)cc(NC(=O)CN2CCN(c3ccccn3)CC2)c1,2.3,-1.3,0.8,1.8,-1.7,-4.5,5.9,-7.7,-5.2,3.9
O=C1[C@@H]2CSCN2C(=O)CN1Cc1c(F)cccc1Cl,-1.1,-6.1,2.5,-1.8,0.9,6.9,26.5*,4.3,-0.4,-2.8
C(=N\Nc1ncnc2ccccc12)/c1ccccc1,6.6,-16.1,-14.2,4.9,-3.4,-13.5,7.0,-7.0,-1.8,-37.0
CN(Cc1ccco1)C(=O)C1CCCN(c2ncnc3c2nc2n3CCCCC2)C1 (stereo not given),-4.6,-2.8,1.4,4.6,2.7,2.9,-10.6,-12.5,-5.7,3.5
CCN(CC)S(=O)(=O)c1ccc(NCCc2ccccn2)nc1,4.1,-5.1,-5.3,10.3,-2.5,-13.2,-2.3,10.6,4.1,-4.0
COc1ccc(-c2noc(=O)n2Cc2ccc(C#N)cc2)cc1,1.3,1.6,3.0,-3.1,-4.7,-5.8,5.3,-11.0,4.6,4.7
CCOC(=O)C1Nc2c(F)cc(C)cc2C2c3ccccc3CC12 (stereo not given),6.9,-11.2,-9.4,-1.0,2.5,-9.5,11.4,2.8,-0.9,-47.8
CCOc1c(Br)cc(/C=C2\N=C(C)OC2=O)cc1Br,-5.4,-1.6,0.2,-6.4,6.8,-5.7,2.5,1.2,-0.9,5.0
COCCNC(=O)CSc1cc(=O)n(C)c2cc(Cl)ccc12,0.6,-1.2,-0.5,-6.2,1.4,1.9,3.3,1.9,-0.9,-8.7
Cc1cc(C)nc(NC2=NCCN2C(=S)Nc2ccc(C)c(C)c2)n1,0.0,-0.2,-0.2,-2.7,2.5,-5.1,3.3,-4.9,-8.7,-4.3
COCCCN1CN(S(=O)(=O)c2ccc(Cl)cc2)c2nc3ccccc3nc21,6.2,-86.2,-56.5,-3.3,1.7,-81.8,11.3,-1.3,6.0,-289.6
N#C/C(=C/c1ccccc1[N+](=O)[O-])c1nc(C2CC2)cs1,5.5,0.6,1.6,-2.0,-3.6,-1.3,4.7,3.1,-0.6,2.8
CN(C)CCCNC(=O)c1cccc(-c2ccc3nncn3c2)c1,4.2,-2.7,6.4,17.1,-6.0,2.4,9.4,-16.7,-1.0,-18.9
Cc1ccc(CNC(=O)CCS(=O)(=O)c2ccc3c(c2)NC(=O)C(C)S3)cc1 (stereo not given),-0.1,1.1,7.7,11.3,-0.7,-1.4,-12.9,-13.9,2.1,-2.9
CCn1c(C)nc2cc(C(N)=O)ccc21,4.6,-1.2,-2.0,-1.6,-5.0,-6.9,9.6,4.9,9.2,3.8
O=S1(=O)c2ccc(Br)cc2OC[C@H](c2ccccc2)N1Cc1ccccc1,1.5,-4.0,0.0,-2.1,-0.2,-1.6,-5.1,-9.6,0.8,-12.1
CC1CCC2(CC1)NC(=S)N(C(C)(C)C)N2 (stereo not given),-5.8,-0.6,6.9,3.7,-7.2,4.3,9.6,-7.4,-4.5,3.0

# Whole records as entered above:
# Listed for CN(C)CCCNC(=O)c1cccc(-c2ccc3nncn3c2)c1 = SIAE inh: 4.2; ADAM17 inh: -2.7; PLCg1 inh: 6.4; ARFGAP1 inh: 17.1; DDE Tn6 FP inh: -6.0; PLCb3 inh: 2.4; ASAP1 inh: 9.4; TDP2 inh: -16.7; DDE Tn7 FP inh: -1.0; ADAM10 inh: -18.9
# Listed for Cc1ccc(CNC(=O)CCS(=O)(=O)c2ccc3c(c2)NC(=O)C(C)S3)cc1 (stereo not given) = SIAE inh: -0.1; ADAM17 inh: 1.1; PLCg1 inh: 7.7; ARFGAP1 inh: 11.3; DDE Tn6 FP inh: -0.7; PLCb3 inh: -1.4; ASAP1 inh: -12.9; TDP2 inh: -13.9; DDE Tn7 FP inh: 2.1; ADAM10 inh: -2.9

# Back to the main list, starting 5 compounds before the break.
SMILES,SIAE inh,ADAM17 inh,PLCg1 inh,ARFGAP1 inh,DDE Tn6 FP inh,PLCb3 inh,ASAP1 inh,TDP2 inh,DDE Tn7 FP inh,ADAM10 inh
CN(C)CCCNC(=O)c1cccc(-c2ccc3nncn3c2)c1,4.2,-2.7,6.4,17.1,-6.0,2.4,9.4,-16.7,-1.0,-18.9
Cc1ccc(CNC(=O)CCS(=O)(=O)c2ccc3c(c2)NC(=O)C(C)S3)cc1 (stereo not given),-0.1,1.1,7.7,11.3,-0.7,-1.4,-12.9,-13.9,2.1,-2.9
CCn1c(C)nc2cc(C(N)=O)ccc21,4.6,-1.2,-2.0,-1.6,-5.0,-6.9,9.6,4.9,9.2,3.8
O=S1(=O)c2ccc(Br)cc2OC[C@H](c2ccccc2)N1Cc1ccccc1,1.5,-4.0,0.0,-2.1,-0.2,-1.6,-5.1,-9.6,0.8,-12.1
CC1CCC2(CC1)NC(=S)N(C(C)(C)C)N2 (stereo not given),-5.8,-0.6,6.9,3.7,-7.2,4.3,9.6,-7.4,-4.5,3.0
CCN1CCCC1CNC(=O)C(=O)Nc1cccc(OC)c1 (stereo not given),-3.8,-0.4,-0.8,2.2,8.1,-1.3,1.4,13.5,-0.2,2.7
Nc1c(C(=O)N/N=C/c2cccnc2)cnn1-c1ccccc1,-3.1,-0.3,2.0,3.5,8.7,2.2,4.3,-8.4,-10.1,-1.6
O=c1c2ccccc2nc(SCc2cn3ccsc3n2)n1-c1ccc(F)cc1,1.4,4.2,2.0,13.2,-0.3,4.4,-6.6,-12.2,-10.8,11.7
Cc1ccccc1Cn1ccc(NC(=O)c2cnn3c2NC(c2ccccc2)CC3C(F)(F)F)n1 (stereo not given),-1.4,5.3,6.0,1.3,-0.9,5.3,-2.5,-5.5,-5.3,20.5*
C#CCOc1ccc(CNC[C@H]2O[C@@H](n3cnc4c(N)ncnc43)[C@H](O)[C@@H]2O)cc1,-4.6,0.2,-1.9,-10.2,-2.6,-0.6,-4.9,8.0,-0.5,-8.1
O=C(NCc1ccccn1)C(=O)NCC1OCCCN1S(=O)(=O)c1ccc(F)cc1 (stereo not given),-2.2,2.1,-2.7,5.8,5.3,-4.7,10.1,15.0,0.1,-3.8
CCOc1ccc(C2C(C(=O)Nc3ccccc3)=C(C)N=c3s/c(=C/c4cccc(OCC(=O)O)c4)c(=O)n32)cc1 (stereo not given),-33.8,0.8,-4.6,-7.7,0.3,-10.5,-5.7,16.6,-1.5,1.2
Cc1ccc(S(=O)(=O)N(C)CC(=O)Nc2cccnc2)cc1,2.5,0.1,4.2,8.6,1.8,0.1,10.3,10.8,-5.1,0.9
NC(=O)c1c(N)sc2c1CCCCC2,8.4,-9.2,-72.7,2.7,2.7,-71.8,8.3,4.0,3.0,-16.3
CCC(C)(C)C1CCc2[nH]nc(C(=O)NCc3ccc(Cl)cc3)c2C1 (stereo not given),-0.8,3.1,4.7,-3.8,4.3,5.7,3.9,-6.6,1.9,9.5
Cc1ccc2ncnc(Nc3cccc(C(=O)O)c3)c2c1,6.4,-1.0,-11.1,8.1,1.0,-10.7,1.8,10.1,-5.4,-0.7
O=C(O)c1ccc(COc2ccc([N+](=O)[O-])cc2Cl)cc1,-5.4,-2.5,2.6,-7.5,0.3,-1.4,-7.7,-6.3,-5.2,-11.4
COc1ccccc1/C=C(\NC(=O)c1ccc(OC)c(OC)c1)C(=O)Nc1cccc([N+](=O)[O-])c1,-2.7,0.1,-2.0,1.1,1.2,-1.4,5.8,-2.4,4.5,2.4
CCCCOc1ccccc1Cn1c(=O)oc2ccccc21,-1.7,-0.7,-1.7,7.2,-7.8,-0.8,0.6,-8.4,-7.3,-0.7
Cc1nnsc1NC(=O)OCc1ccc(C(C)(C)C)cc1,-12.3,-2.5,1.1,-8.8,-2.5,-0.6,-13.4,-11.6,0.5,6.1
COC(=O)c1cc2ccsc2n1Cc1nc(-c2ccc(Cl)cc2)oc1C,-2.6,1.2,-1.4,9.7,5.1,1.6,0.0,-7.6,-1.6,-5.2
COc1cc([C@@H]2CC=C(C(=O)O)[C@H](c3ccc(C)cc3)N2S(=O)(=O)c2ccc(C)cc2)cc(OC)c1OC,-9.0,0.7,-2.8,-12.8,-0.1,-1.6,-4.7,9.6,8.8,-3.0

# High-throughput results: PubChem, The Scripps Research Institute Molecular Screening Center
